From PubChem
MITF TRPM1 HTS – activators of MITF-driven TRPM1 promoter activity in SK-MEL-5 cells | 300,000 tested, 0.75% active | activation, % at 12.5 µM | AID 588334 | SK-MEL-5 TRPM1-promoter luciferase, 24 h; % of positive control, neutral wells = 0;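 active = mean activation of at least 80% with every replicate also reaching 80%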;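 note: 0% = neutral control wells and 100% = parthenolide positive control wells; values of inactives mirror those of a sister screen read the other way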
CAL PDZ FP-1 – human CAL PDZ-peptide interaction inhibition; Q9HD26; purified CAL PDZ, TMR-peptide fluorescence polarization, 1 h; inhibition, % at 20 µM; 330,000 tested, 0.02% active; AID 504414;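 active = highest replicate inhibition of at least 40%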;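 note: plate controls were DMSO neutral control wells for no effect and unlabeled competitor peptide control wells for full effect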
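Control set: unlabelled peptide and DMSO controls / Material: purified CerCALP PDZ construct / Timing: 1 h incubation at room temperature before polarization reading / Doses: 20 µM, one dose / Detection: fluorescence polarization (mP)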
SR-BI DiI-HDL act – SR-BI HDL lipid transfer activation; CHO ldlA[mSR-BI] cells, DiI-HDL uptake fluorescence, 3 h; 100 = double the neutral-control signal; activation, % at 12.5 µM; 320,000 tested, 0.096% active; AID 504775;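 active = mean replicate activation of at least 60% and every replicate at or above 60%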;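 note: 0% = median plate neutral-control signal and 100% = twice that signal; values of inactives mirror those of a sister screen read the other way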
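Material: SR-BI-overexpressing, LDLR-lacking CHO cells; schedule: compound exposure 3 h, 37 °C; reagent: DiI-labelled HDL at 10 µg/mL final; technique: bottom-read fluorescence, 550/595 nm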
CAL PDZ FP-2 – blocks peptide binding to the human CAL PDZ domain; AID 602252; inhibition, % at 24.9 µM; Q9HD26; 300,000 tested, 0.92% active; purified CAL PDZ, TMR-peptide fluorescence polarization, 1 h;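 active = mean inhibition of at least 30% with at least half of replicates also reaching 30%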;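 note: 0% = DMSO neutral control and 100% = excess unlabeled competitor peptide PRC23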
phage Ecoli inh – E. coli growth loss with phage present | 360,000 tested, 0.26% active | growth absorbance | AID 651602 | inhibition, % at 11.9 µM; in the data active = inhibition above about 11%
SR-BI DiI inh – inhibitors of mouse SR-BI mediated HDL lipid uptake. Q61009. ldlA[mSR-BI] CHO cells, DiI-HDL uptake fluorescence, 3 h. inhibition, % at 12.5 µM. 320,000 tested, 0.96% active;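 active = mean replicate inhibition of at least 70% and a set share of replicates each scoring 70 or more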;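 note: 0% = median of neutral control wells and 100% = median of positive control wells; values of inactives mirror those of a sister screen read the other way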
Target sequence (Q61009 whole entry, looked up): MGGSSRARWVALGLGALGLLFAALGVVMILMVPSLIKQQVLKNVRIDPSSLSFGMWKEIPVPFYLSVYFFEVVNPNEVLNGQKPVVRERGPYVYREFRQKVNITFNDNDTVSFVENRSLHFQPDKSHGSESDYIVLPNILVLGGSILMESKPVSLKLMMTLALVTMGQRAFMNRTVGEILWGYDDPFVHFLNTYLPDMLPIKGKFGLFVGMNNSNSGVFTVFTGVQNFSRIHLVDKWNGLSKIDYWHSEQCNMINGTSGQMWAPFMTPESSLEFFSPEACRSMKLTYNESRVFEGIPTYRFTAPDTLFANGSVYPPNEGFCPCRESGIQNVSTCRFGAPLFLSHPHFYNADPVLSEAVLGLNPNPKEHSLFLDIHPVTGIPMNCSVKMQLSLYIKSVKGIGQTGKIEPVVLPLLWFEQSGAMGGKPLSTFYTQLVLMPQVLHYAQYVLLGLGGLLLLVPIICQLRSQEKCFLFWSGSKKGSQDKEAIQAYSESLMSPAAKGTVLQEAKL
Tat transport – inhibitors of E. coli Tat protein transport. 340,000 tested, 0.036% active. AID 488895. inhibition, % at 10 µM. E. coli MC4100 TorA-mCherry Tat export, fluorescence;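 active = mean replicate inhibition at least 50% and at least half of replicates individually reaching 50%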;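 note: exported cargo escapes ClpAP degradation while cytoplasmic cargo is degraded and loses fluorescence; 0% = median of neutral control wells and 100% = median of NaSCN control wells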
AddAB inh – less growth of phage-infected E. coli with AddAB; inhibition, % at 11.9 µM; 330,000 tested, 0.29% active; E. coli expressing H. pylori AddAB, absorbance growth; in the data active = inhibition above about 12%;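 note: 0% = vehicle wells of infected cells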
E coli growth – counter-screen for AddAB inhibitors: E. coli growth inhibition | inhibition, % at 11.9 µM | AID 449728 | E. coli V3065 growth, OD600 absorbance, 18 h | 330,000 tested, 0.27% active;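 active = inhibition above the campaign's mean inhibition across all tested compounds plus 3 SD, cut at about 9.9% in these data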;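 note: uninfected addAB+ strain grown without phage in ampicillin broth; 0% = DMSO wells and 100% = ciprofloxacin 0.95 µg/ml wells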
Wnt bcat act – activates Wnt/beta-catenin signaling in a reporter cell assay; activator, plate reader; activation, % at 9.35 µM; 300,000 tested, 1.2% active; AID 743398; in the data active = activation above about 30%, passing the limit was not always enough;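 note: 0% = neutral control wells and 100% = positive control wells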
Starred values were filed as active, the others as inactive; & = joins results of further samples.

Screening NCCCC[C@H](N[C@@H](CCc1ccccc1)C(=O)O)C(=O)N1CCC[C@H]1C(=O)O returned MITF TRPM1 HTS 6.5&3.0, CAL PDZ FP-1 -0.1&1.0, SR-BI DiI-HDL act 14.2&25.1, CAL PDZ FP-2 -2.0&-1.5, phage Ecoli inh 3.6&1.0, SR-BI DiI inh -14.1&-25.1, Tat transport -24.9&7.9, AddAB inh -5.6&-2.1, E coli growth -1.8&0.0 and Wnt bcat act -3.1&0.7.
For COc1cccc(CNC(=O)COC(=O)c2c(NC(C)=O)sc(C)c2C)c1 the results were MITF TRPM1 HTS 9.6, CAL PDZ FP-1 0.5, SR-BI DiI-HDL act -14.8, phage Ecoli inh 4.0, SR-BI DiI inh 14.8, Tat transport -0.2, AddAB inh -3.4, E coli growth -1.1 and Wnt bcat act -1.0.
For CC(C)CN(C(=O)COC(=O)c1cnccn1)c1c(N)n(Cc2ccccc2)c(=O)[nH]c1=O the results were MITF TRPM1 HTS -7.5, CAL PDZ FP-1 -2.1, SR-BI DiI-HDL act 20.5, CAL PDZ FP-2 -2.3, phage Ecoli inh -0.6, SR-BI DiI inh -20.5, Tat transport -1.7, AddAB inh 2.8, E coli growth 0.7 and Wnt bcat act 0.5.
`CCOc1ccc(CNC(=O)c2ccc(NC(=O)C3=CSCCO3)cc2)cc1` gave MITF TRPM1 HTS 30.2, CAL PDZ FP-1 -1.9, SR-BI DiI-HDL act -24.1, CAL PDZ FP-2 -2.6, phage Ecoli inh 2.2, SR-BI DiI inh 24.1, Tat transport 2.4, AddAB inh 2.2, E coli growth 1.0 and Wnt bcat act 4.7.
For Cn1c(=O)n(C)c2cc(NC(=O)c3ccccc3[N+](=O)[O-])c(Br)cc21 the results were MITF TRPM1 HTS 1.6, CAL PDZ FP-1 -0.8, SR-BI DiI-HDL act -4.2, CAL PDZ FP-2 3.5, phage Ecoli inh 1.7, SR-BI DiI inh 4.2, Tat transport 2.4, AddAB inh 6.1, E coli growth 0.8 and Wnt bcat act -2.0.
`O=C(CC1C(=O)NCCN1CC(c1ccccc1)c1ccccc1)NCC1CCOCC1` (centres undefined) gave MITF TRPM1 HTS -9.0, CAL PDZ FP-1 -2.8, CAL PDZ FP-2 -1.6, phage Ecoli inh 3.5, SR-BI DiI inh -39.5, Tat transport 4.3, AddAB inh 0.1, E coli growth -0.5 and Wnt bcat act -0.8.
CCn1c(C)c(C)c2cc(C(=O)NCCCN3CCN(C)CC3)ccc21 was read as MITF TRPM1 HTS -2.2, CAL PDZ FP-1 -1.2, CAL PDZ FP-2 8.5, phage Ecoli inh 1.1, SR-BI DiI inh 48.6, Tat transport -6.4, AddAB inh -0.5, E coli growth -0.8 and Wnt bcat act -1.6.
CC(C)NC(=O)NC(=O)COC(=O)c1ccc(F)cc1F was read as MITF TRPM1 HTS 9.0, CAL PDZ FP-1 -0.8, SR-BI DiI-HDL act -12.0, CAL PDZ FP-2 2.6, phage Ecoli inh 1.5, SR-BI DiI inh 12.0, Tat transport -0.7, AddAB inh -1.5, E coli growth -1.0 and Wnt bcat act 1.8.
O=c1ccnc(Nc2ccc([N+](=O)[O-])cc2)[nH]1 was read as MITF TRPM1 HTS 2.2, CAL PDZ FP-1 -0.6, SR-BI DiI-HDL act 40.5, CAL PDZ FP-2 -3.2, phage Ecoli inh 4.4, SR-BI DiI inh -40.5, Tat transport 2.3, AddAB inh 0.3, E coli growth 1.2 and Wnt bcat act -0.9.
`COc1cc(OC)cc(-c2nc(=S)n3ccsc3n2)c1` gave MITF TRPM1 HTS -8.2, CAL PDZ FP-1 -0.8, SR-BI DiI-HDL act 16.2, phage Ecoli inh 2.4, SR-BI DiI inh -16.2, Tat transport 5.4, AddAB inh 2.3, E coli growth 2.0 and Wnt bcat act 0.0.
Screening CN(CCC#N)C(=O)COC(=O)/C=C/c1ccc2c(c1)OCO2 returned MITF TRPM1 HTS -6.1, CAL PDZ FP-1 -0.1, SR-BI DiI-HDL act 7.7, CAL PDZ FP-2 -2.4, phage Ecoli inh 2.8, SR-BI DiI inh -7.7, Tat transport -3.2, AddAB inh 1.0, E coli growth -1.3 and Wnt bcat act 0.3.
For CCN(CC)C(=O)CN1C(=O)C2CC=C(Cl)CC2C1=O (centres undefined) the results were MITF TRPM1 HTS -4.0, CAL PDZ FP-1 0.6, SR-BI DiI-HDL act 24.7, phage Ecoli inh 0.1, SR-BI DiI inh -24.7, Tat transport -13.1, AddAB inh 0.5, E coli growth 0.0 and Wnt bcat act -6.2.
Screening COC(=O)CN(c1cc(OC)ccc1OC)S(=O)(=O)c1ccc(OC)c(OC)c1 returned MITF TRPM1 HTS 6.9, CAL PDZ FP-1 0.5, SR-BI DiI-HDL act 2.4, CAL PDZ FP-2 -4.0, phage Ecoli inh 1.6, SR-BI DiI inh -2.4, Tat transport 24.9, AddAB inh 1.6, E coli growth -2.3 and Wnt bcat act -2.9.
COc1ccc(-c2nc(/C=C3\C(C)=Nc4ccccc43)c(O)o2)cc1 was read as MITF TRPM1 HTS -4.5, CAL PDZ FP-1 -0.1, SR-BI DiI-HDL act -65.6, CAL PDZ FP-2 -1.3, phage Ecoli inh -0.3, SR-BI DiI inh 65.6, Tat transport 2.4, AddAB inh -2.3, E coli growth -3.5 and Wnt bcat act -1.5.
CCCCSc1nc2ccc(Nc3nc(N4CCOCC4)nc(N4CCOCC4)n3)cc2s1 was read as MITF TRPM1 HTS 12.6, CAL PDZ FP-1 -1.6, SR-BI DiI-HDL act -25.4, CAL PDZ FP-2 22.3, phage Ecoli inh 2.4, SR-BI DiI inh 25.4, Tat transport -1.5, AddAB inh 0.6, E coli growth -2.2 and Wnt bcat act -3.3.
For O=C(/C=C/c1ccccc1)NC1CCS(=O)(=O)C1 (centres undefined) the results were MITF TRPM1 HTS -5.5, CAL PDZ FP-1 -0.5, SR-BI DiI-HDL act 3.0, CAL PDZ FP-2 6.5, phage Ecoli inh 0.6, SR-BI DiI inh -3.0, Tat transport -6.2, AddAB inh 1.2 and E coli growth 0.7.
`O=C(O)CC1CCC1CC(=O)O` (centres undefined) gave MITF TRPM1 HTS -1.5, CAL PDZ FP-1 -0.7, SR-BI DiI-HDL act 4.6, CAL PDZ FP-2 0.1, phage Ecoli inh 2.8, SR-BI DiI inh -4.6, Tat transport 2.0 and Wnt bcat act -2.9.
Screening CC1(C)CC(=O)C=C(CN2C(=O)c3ccccc3C2=O)C1=O returned MITF TRPM1 HTS 6.6, CAL PDZ FP-1 0.4, SR-BI DiI-HDL act 19.9, CAL PDZ FP-2 2.5, phage Ecoli inh 2.2, SR-BI DiI inh -19.9, Tat transport -1.7, AddAB inh 3.2, E coli growth 0.5 and Wnt bcat act -2.4.
Screening O=S(=O)(c1ccc(-c2ccon2)s1)N1CCN(c2ccccn2)CC1 returned MITF TRPM1 HTS -3.8, CAL PDZ FP-1 -0.5, SR-BI DiI-HDL act -3.6, CAL PDZ FP-2 -4.5, phage Ecoli inh 4.6, SR-BI DiI inh 3.6, Tat transport -2.0, AddAB inh -1.4, E coli growth -2.8 and Wnt bcat act -0.7.
`CCOC(=O)C1(Cc2cccc(Cl)c2)CCCN(C(=O)c2cc(C(C)C)nn2C)C1` (centres undefined) gave MITF TRPM1 HTS 21.4, CAL PDZ FP-1 -2.0, SR-BI DiI-HDL act -2.1, CAL PDZ FP-2 -0.3, phage Ecoli inh 1.6, SR-BI DiI inh 2.1, Tat transport 7.2, AddAB inh 3.7, E coli growth -2.0 and Wnt bcat act 1.4.
For CC(C)(Oc1ccc(Cl)cc1)C(=O)NCc1n[nH]c(=O)c2ccccc12 the results were MITF TRPM1 HTS -1.4, CAL PDZ FP-1 0.2, SR-BI DiI-HDL act -3.4, CAL PDZ FP-2 0.1, phage Ecoli inh 2.1, SR-BI DiI inh 3.4, Tat transport -8.5, AddAB inh -1.0, E coli growth 0.5 and Wnt bcat act 1.2.
`CC(C)c1ccc(S(=O)(=O)N2CCN(C(=O)n3ccnc3)CC2)cc1` gave MITF TRPM1 HTS 1.0, CAL PDZ FP-1 -0.5, SR-BI DiI-HDL act 6.1, CAL PDZ FP-2 -2.9, phage Ecoli inh 8.3, SR-BI DiI inh -6.1, Tat transport 4.3, AddAB inh 1.1, E coli growth 0.9 and Wnt bcat act -1.0.
For COc1ccc(-c2cc(-c3cccs3)c(C#N)c(SCC(=O)NCc3ccccc3OC)n2)cc1 the results were MITF TRPM1 HTS 11.8, CAL PDZ FP-1 -1.9, SR-BI DiI-HDL act -43.6, CAL PDZ FP-2 -4.1, phage Ecoli inh 0.0, SR-BI DiI inh 43.6, Tat transport -2.5, AddAB inh -0.8, E coli growth -1.8 and Wnt bcat act -2.2.
Screening Cc1ccccc1Nc1nc(N)nc(COC(=O)c2ccc([N+](=O)[O-])o2)n1 returned MITF TRPM1 HTS -36.9, CAL PDZ FP-1 -1.2, SR-BI DiI-HDL act 10.9, CAL PDZ FP-2 -2.3, phage Ecoli inh 1.2, SR-BI DiI inh -10.9, Tat transport 2.0, AddAB inh 0.9, E coli growth 0.2 and Wnt bcat act -0.5.
Screening COc1cc(OC)c(C#N)c(S(=O)Cc2ccccc2)c1 (centres undefined) returned MITF TRPM1 HTS 12.9, CAL PDZ FP-1 -1.1, SR-BI DiI-HDL act -29.2, CAL PDZ FP-2 -0.3, phage Ecoli inh 3.0, SR-BI DiI inh 29.2, Tat transport 10.1, AddAB inh 0.1, E coli growth -2.0 and Wnt bcat act -6.4.
For Cc1ccc(C)c(/C=N/n2cc(-c3ccccc3)[nH]c2=S)c1 the results were MITF TRPM1 HTS 2.6, CAL PDZ FP-1 -3.1, SR-BI DiI-HDL act -29.0, CAL PDZ FP-2 2.7, phage Ecoli inh 1.4, SR-BI DiI inh 29.0, Tat transport 15.3, AddAB inh -3.6, E coli growth 0.2 and Wnt bcat act -0.1.
For Cc1ccc(S(=O)(=O)N2CCN(C(=O)COC(=O)c3cccc(Cl)c3)CC2)c(C)c1 the results were MITF TRPM1 HTS 0.4, CAL PDZ FP-1 -0.9, SR-BI DiI-HDL act -13.6, CAL PDZ FP-2 -0.5, phage Ecoli inh 1.2, SR-BI DiI inh 13.6, Tat transport 5.6, AddAB inh -0.5, E coli growth 1.6 and Wnt bcat act -3.3.

Retrieved by structure from above:
For Cc1ccc(S(=O)(=O)N2CCN(C(=O)COC(=O)c3cccc(Cl)c3)CC2)c(C)c1 the results were MITF TRPM1 HTS 0.4, CAL PDZ FP-1 -0.9, SR-BI DiI-HDL act -13.6, CAL PDZ FP-2 -0.5, phage Ecoli inh 1.2, SR-BI DiI inh 13.6, Tat transport 5.6, AddAB inh -0.5, E coli growth 1.6 and Wnt bcat act -3.3.
For Cc1ccc(C)c(/C=N/n2cc(-c3ccccc3)[nH]c2=S)c1 the results were MITF TRPM1 HTS 2.6, CAL PDZ FP-1 -3.1, SR-BI DiI-HDL act -29.0, CAL PDZ FP-2 2.7, phage Ecoli inh 1.4, SR-BI DiI inh 29.0, Tat transport 15.3, AddAB inh -3.6, E coli growth 0.2 and Wnt bcat act -0.1.
